Statin myotox sup: suppressors of simvastatin-induced myotoxicity in C2C12 myotubes. ATP luminescence, 48 h; scaled: DMSO 0, geranylgeraniol control 100. rescue of ATP level, % at 7.49 µM. 330,000 tested, 0.78% active;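 active means mean ATP rescue above about 67%, or every replicate alone reaching that limit, limit read from the data, passing the limit was not always enough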;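 further: myotubes were challenged with 10 µM simvastatin during compound exposure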
GSIS activator: primary screen for activators of insulin secretion dependent on glucose, INS-1E cells, GLuc reporter luminescence; INS-1E GLuc reporter insulin secretion, 2-3 h; activation, % at 16.6 µM; 370,000 tested, 0.61% active;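 active means lowest replicate activation of at least 40%, so every replicate reaches that level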;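 further: 0% = median of neutral control wells and 100% = median of IBMX positive control wells; some compounds called inactive have numbers as strong as hits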
Cneo AK release: causes C. neoformans cell lysis; lysis activity, % at 15 µM; AID 651654; adenylate kinase release luminescence, 4 h; normalised: neutral wells 0, clomiphene wells 100; 360,000 tested, 0.2% active;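 active means mean lysis activity across replicates of at least 80%, whatever share of replicates individually reach that level; inactive means mean lysis activity below 80%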
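Assay system: log-phase C. neoformans yeast / Quantity: yeast cell density of 5 × 10^6 cells/mL / Medium: fresh YPD growth medium / Compound: single dose / Timing: static 4 h at 37 °C with compound, 1 h detection / Measured by: adenylate kinase release luminescence / Read-out: lysis from increased AK signal / Benchmarks: Clomiphene as positive lysis control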
ARNT TACC3 PPI: disrupts binding between human ARNT and TACC3; Q9Y6A5; AlphaScreen His-ARNT PAS-B/GST-TACC3 binding, luminescence; TACC3 fragment carries E629A point mutation; inhibition, % at 9.99 µM; 390,000 tested, 0.66% active; AID 623870;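 active means mean inhibition of replicates at least 50% and at least half of replicates each reaching 50%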;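 further: 0% = complete ARNT plus TACC3 wells and 100% = ARNT alone without TACC3; many hits fall short of the cut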
LGR2 inh: inhibitors of bursicon-induced Drosophila LGR2 receptor cAMP signaling; HEK293 LGR2, CRE-luciferase, bursicon-stimulated, 4 h; inhibition, % at 9.99 µM; 380,000 tested, 0.35% active;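 active means drop in luminescence signal, shown as inhibition above about 50% in the replicate tests, limit read from the data, passing the limit was not always enough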;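 further: agonist challenge used bursicon conditioned medium at about half maximal strength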
PAX8 reporter: lowers PAX8-driven luciferase in RMG-I cells; RMG-I TPO-luciferase reporter, SteadyGlo, 24 h; inhibition, % at 12.6 µM; 360,000 tested, 1.2% active;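 active means mean replicate inhibition at least 60% with every replicate also reaching 60%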;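 further: luciferase light reporting Pax8 driven TPO promoter activity; plate controls were median of neutral control wells for no effect and mitoxantrone controls for full effect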
PGC1a acetyl inh: lowers PGC1a acetylation signal in U2OS cells | inhibition, % at 15.6 µM | AlphaScreen anti-acetyl-lysine; with virally co-expressed GCN5 acetyltransferase | 350,000 tested, 0.17% active | AID 651687;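 active means every replicate shows inhibition of at least 40%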;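 further: 0% = neutral control wells and 100% = positive control wells; some results beyond the cut were filed as inactive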
PglD DTNB: PglD (C. jejuni) enzyme inhibition; purified PglD enzyme, DTNB colorimetric CoA detection; inhibition, % at 12.5 µM; 360,000 tested, 0.098% active; AID 602405; in the data active means inhibition above about 16%, passing the limit was not always enough; further: strong numbers were not always called active
An asterisk follows results filed as active; · = no result given; & = joins results of further samples.

SMILES | Statin myotox sup | GSIS activator | Cneo AK release | ARNT TACC3 PPI | LGR2 inh | PAX8 reporter | PGC1a acetyl inh | PglD DTNB
COc1cc(C(=O)N/N=C(\C)c2ccc3c(c2)OCO3)cc(OC)c1OC | · | 4.7 | · | -23.2 | 4.3 | 17.9 | 2.9 | ·
O=C(Cn1cc(COc2c(F)c(F)c(Br)c(F)c2F)nn1)c1ccc(O)cc1 | -2.4 | -50.1 | 3.7 | -3.0 | -5.3 | -15.8 | -12.8 | 2.5
CC(C)NC(=O)Nc1ccc2c(c1)C(=O)N([C@@H](C)CO)C[C@@H](C)[C@H](CN(C)Cc1ccncc1)OCCCC[C@@H](C)O2 | · | 2.6 | 111.4* | 3.8 | 0.6 | -7.5 | 1.7 | -0.1
C[C@@H]1CN([C@@H](C)CO)C(=O)c2cccc(NC(=O)c3nc4ccccc4s3)c2O[C@@H]1CN(C)C(=O)Nc1ccc(F)cc1 | · | -32.4 | -2.4 | -0.1 | -22.4 | · | -3.1 | 3.1
CC(=O)c1ccc(OCCCC(=O)OCc2nnc(-c3ccc(Cl)cc3)o2)cc1 | · | · | 2.0 | -5.4 | · | · | 0.7 | -2.2
Cc1cc([N+](=O)[O-])ccc1N=Nc1c(N)[nH]n(-c2ccccc2)c1=O | · | 7.1 | · | 6.7 | -11.7 | 15.1 | -2.6 | ·
O=C1c2ccc(Oc3ccc([N+](=O)[O-])cc3)cc2C(=O)N1CCO | 14.2 | 26.7 | 8.1 | 6.2 | -0.1 | 12.6 | -3.0 | -2.7
O=[n+]1c2c(n([O-])c3c1CCC3)CCCC2 | -7.9 | · | -3.3 | -2.5 | · | · | -0.7 | -1.0
COc1ccc(C(CNc2ccc(C(F)(F)F)cn2)N(C)C)cc1OC (stereo not given) | -5.4 | -0.5 | -1.1 | 10.9 | -19.9 | 4.1 | · | -0.1
CCOC(=O)c1ccc(NC2c3ccccc3C(=O)N2c2ccc(C)cn2)cc1 (stereo not given) | -0.7 | -2.4 | 0.1 | -4.9 | -13.1 | 3.5 | · | -1.8
COc1ccc(OCCCn2cc(/C=C3/C(=N)N4C=C(C)SC4=NC3=O)c3ccccc32)cc1 | 2.8 | 6.2 | -2.5 | -0.5 | -24.7 | 7.9 | · | 4.5
CCn1c(CNC(=O)c2ccco2)nnc1SCC(=O)c1ccc(OC)cc1 | -0.8 | 1.3 | · | 3.7 | 2.0 | -5.4 | 6.9 | ·
COc1ccc(-c2nc3ccccc3c(=O)n2CCOc2ccccc2C)cc1 | -9.5 | 8.9 | 0.3 | -1.5 | -2.2 | 20.3 | 7.7 | 8.1
CCOc1ccc(C(=O)NCC(=O)NCC(c2ccc(OC)cc2)N2CCCC2)cc1 (stereo not given) | 2.0 | -8.2 | 0.1 | -6.7 | 9.2 | 2.5 | · | -1.8
COc1ccccc1-c1c(C)nn2c(NCCN3CCCC3)cc(C)nc12 | 15.7 | · | -1.8 | 3.3 | 17.0 | -1.5 | -2.4 | -2.8
Cc1ccc(C(=O)CC(=O)COc2ccc(Cl)cc2C)cc1 | · | -1.0 | · | -2.4 | -27.6 | 26.2 | -0.3 | ·
c1cn(C23CC4CC(CC(C4)C2)C3)cn1 | -1.7 | · | 1.7 | -1.2 | · | -7.4 | 10.3 | 13.6
CC(C)(C)OC(=O)[C@H](Cc1ccccc1)NC(=O)c1nc[nH]c1C(=O)NCC(=O)OCc1ccccc1 | -0.3 | -0.6 | -2.0 | 1.7 | 13.2 | -4.8 | 1.6 | 3.0
Cc1[nH]n(-c2cccc(Cl)c2)c(=O)c1-c1ccccc1 | · | · | 0.9 | 4.9 | · | 6.7 | -2.6 | 5.0
COc1ccccc1C(=O)NCc1ccc(-c2nc3ccccc3s2)cc1 | · | 6.9 | · | -3.8 | -6.3 | 0.0 | · | ·
CCc1nc2c(OCc3cccc(Cl)c3)cccn2c1N(C)C(=O)Nc1ccccc1OC | -9.2 | -12.2 | 6.4 | · | 8.3 | 22.8 | -3.8 | -0.6
COC(=O)c1ccc(NC(=O)COC(=O)COc2cccc3c2OC(C)(C)C3)cc1 | 43.0 | -22.8 | 1.6 | -3.4 | 19.9 | 1.4 | 3.7 | -5.2
COc1cccc(NC(=O)c2ccc(-n3cnnn3)cc2)c1 | -38.7 | -12.6 | -0.4 | -6.2 | 3.9 | -41.1 | 3.5 | -1.5
Cc1ccc(OCC(=O)NNC(=O)c2ccccc2OCc2c(C)noc2C)cc1 | -19.1 | 21.4 | -0.7 | -2.0 | 2.0 | 1.6 | · | -2.7
CSc1ccc(C(=S)N2CCN(Cc3ccccc3)CC2)cc1 | -4.4 | · | 2.6 | 35.2 | · | · | -16.3 | -4.8
CCCN1C[C@@H](C)[C@@H](OC)CN(C)C(=O)c2ccc(NC(=O)c3cccc(OC)c3)cc2OC[C@H]1C | 4.6 | 6.1 | 0.6 | 4.3 | 13.3 | · | -3.7 | 4.0
Nc1[nH]c(=S)nc2nc(-c3ccccc3)c(-c3ccccc3)nc12 | -14.5 | -9.9 | 3.8 | -2.4 | 4.9 | 40.4 | -9.9 | 2.9
CC(=O)N1CCc2cc(S(=O)(=O)NCCC(=O)N3CCc4ccccc4C3)ccc21 | 5.5 | · | 3.6 | 31.4 | · | · | 13.4 | -2.5
C[C@@H]1CN([C@H](C)CO)C(=O)CCCn2nncc2CO[C@H]1CN(C)C(=O)Cc1ccccc1 | -13.4&-11.3&-2.2 | 13.6&-0.6 | -0.4&-0.8 | -0.4 | 2.2&21.7 | -7.5&6.8&-1.2 | 9.7&1.6&1.4 | 4.0&2.0
CCOC(=O)c1nnc(-c2ccccc2)nc1N1CC(C)OC(C)C1 (stereo not given) | -7.4 | 15.8 | · | 4.6 | -17.9 | 15.1 | -13.5 | ·
COc1cccc(CN2CCCC(C(=O)Nc3ccc(-c4cscn4)cc3)C2)c1 (stereo not given) | 8.5 | -32.5 | 0.1 | 19.2 | -6.4 | 0.4 | -6.1 | -2.9
CC[C@@H]1[C@H]2CCCC(=O)N3CC[C@@H](C[C@@H]1OC(=O)Nc1ccccc1)[C@@H]23 | 35.8 | · | -0.8 | 0.1 | · | 8.2 | -18.0 | 0.9
COc1ccc(CN2CCN(C(=O)c3c(-c4ccccc4)noc3C)CC2)cc1F | -2.6 | · | -2.1 | · | -5.5 | 14.9 | -11.4 | -4.3
COc1cccc(-c2nnn(CC(=O)N3CCC(C)CC3)n2)c1 | 12.9 | 8.6 | 1.8 | -4.3 | -27.4 | -24.2 | · | 5.9
COc1ccccc1-c1cn(CC[C@H]2CC[C@@H](NC(=O)C3CCOCC3)[C@H](CO)O2)nn1 | 9.1 | 10.9 | -2.2 | 2.4 | 11.6 | -7.7 | 5.1 | 0.7
CCc1ccc(/C=C2\SC(=S)N(CCCC(=O)N3CCN(C)CC3)C2=O)cc1 | 10.6 | -14.8 | 1.0 | · | -16.8 | 46.1 | 13.4 | -2.5
COCCN(CCOC)C(=O)N1CCOCC1 | · | 20.6 | · | -4.9 | -4.6 | -10.2 | · | ·
COc1ccc(OC)c(NC(=O)c2cn(C)c(=O)c3cc(OC)c(OC)cc23)c1 | · | · | 0.0 | 1.2 | · | -4.1 | · | -6.0
O=C(O)CSCC(=O)N(Cc1ccccc1)c1nc(-c2ccccc2)c(-c2ccccc2)s1 | 0.8 | -1.8 | -1.8 | 0.5 | 0.3 | 28.7 | · | -0.7
CCOc1ccc(NC(=O)CN(C)S(=O)(=O)c2cccs2)cc1 | -4.2 | · | 3.9 | -1.6 | · | · | 0.3 | 4.1

Brought forward from above: three compounds, then new ones.
SMILES | Statin myotox sup | GSIS activator | Cneo AK release | ARNT TACC3 PPI | LGR2 inh | PAX8 reporter | PGC1a acetyl inh | PglD DTNB
COc1ccc(OC)c(NC(=O)c2cn(C)c(=O)c3cc(OC)c(OC)cc23)c1 | · | · | 0.0 | 1.2 | · | -4.1 | · | -6.0
O=C(O)CSCC(=O)N(Cc1ccccc1)c1nc(-c2ccccc2)c(-c2ccccc2)s1 | 0.8 | -1.8 | -1.8 | 0.5 | 0.3 | 28.7 | · | -0.7
CCOc1ccc(NC(=O)CN(C)S(=O)(=O)c2cccs2)cc1 | -4.2 | · | 3.9 | -1.6 | · | · | 0.3 | 4.1
CN1c2ccccc2-c2nc3ccccc3n2C1c1ccncc1 (stereo not given) | · | 13.1 | -0.3 | · | -2.4 | -8.5 | -11.3 | 0.6
Cc1noc(C)c1NC(=O)N(C)C[C@H]1OCCCC[C@@H](C)Oc2ccc(NC(=O)Nc3ccc4c(c3)OCO4)cc2C(=O)N([C@@H](C)CO)C[C@H]1C | -2.9 | 1.6 | -3.1 | -7.0 | 24.6 | -2.0 | -14.3 | -3.6
Cc1ccc(-c2csc(NC(=O)C3CC=CCC3C(=O)O)c2C(=O)OC(C)C)cc1 (stereo not given) | -10.9 | -12.2 | -0.7 | -1.1 | 6.1 | · | -14.0 | ·
COc1ccc([Si](C)(C)[C@@H]2[C@@H](CCn3cc([C@H](O)c4ccccc4)nn3)O[C@]3(C(=O)N(C)c4ccccc43)[C@H]2C)cc1 | · | · | -2.2 | 6.6 | · | 27.6 | -2.6 | -0.7
CCOC(=O)c1sc(N(Cc2ccccc2)C(=O)CN2C(=O)CN(C)C2=O)nc1C | 4.8 | · | -0.5 | -3.2 | · | · | 6.7 | -7.1
N#C/C(=C(\O)c1ccco1)c1ccccn1 | 3.5 | 16.9 | -5.5 | 7.0 | -4.3 | · | -3.8 | -2.2
OC(CCN1CCC2CCC(C2)C1)c1ccc(Br)cc1 (stereo not given) | -3.9 | · | 0.8 | -2.9 | -5.1 | 3.2 | -3.2 | 5.8
COc1ccc2cc(CCNC(=O)c3ccc(S(=O)(=O)N4CCOCC4)cc3)c(=O)[nH]c2c1 | -28.4 | -15.4 | 0.1 | 21.5 | 3.2 | 4.5 | -6.0 | -6.0
C=CCN(CC=C)C(=O)C(=O)c1ccn(-c2c(C)csc2C(=O)OC)c1 | 3.6 | -5.8 | 1.1 | 5.2 | -5.2 | -10.7 | -3.9 | -0.4
C[N+](C)(C)CC/C=C1/c2ccccc2CSc2ccccc21 | 12.2 | · | 5.7 | -2.0 | · | · | -1.8 | 2.1
O=C(CCC(=O)c1cccs1)NCc1cccc(Cl)c1 | -0.7 | 2.6 | 0.7 | -4.7 | 3.7 | -2.9 | · | -2.9
CCN(c1ccccc1)S(=O)(=O)c1nnc(NC(=O)C(C)(C)C)s1 | 6.7 | -11.6 | -0.4 | 6.5 | -11.4 | 6.1 | -0.5 | 3.1
Cn1cnc(CCNC(=O)C[C@H]2CC[C@@H]3[C@H](COC[C@@H](O)CN3C(=O)Nc3ccc(C(F)(F)F)cc3)O2)c1 | -8.4 | -15.5 | 8.1 | 1.5 | -11.3 | -0.4 | 1.6 | -1.4
CCn1c(CNc2cccc(Cl)c2)nnc1SCC(=O)OC1CCCCC1 | 17.6 | · | 6.3 | 0.6 | · | · | -5.7 | 1.5
C[C@H]1CN([C@@H](C)CO)C(=O)c2cc(-c3cncnc3)cnc2O[C@H]1CN(C)C(=O)CN1CCOCC1 | 9.7 | 18.9 | -1.7 | 1.8 | -8.1 | -2.4 | 17.0 | 2.9
CNC[C@H]1Oc2ccc(NC(=O)C3CCCCC3)cc2C(=O)N([C@H](C)CO)C[C@H]1C | -17.7 | 9.7 | 0.2 | · | -20.4 | -4.3 | 2.7 | 2.2
Cc1ccc(C(=O)c2nccn2C)cc1C | -29.2 | -2.3 | 2.5 | -0.8 | -14.0 | -33.1 | 3.0 | 6.6
CC(=O)N(C)C[C@H]1Oc2ncc(C#Cc3ccccc3)cc2C(=O)N([C@H](C)CO)C[C@@H]1C | -4.8 | 8.6 | -1.6 | -2.2 | 2.5 | · | 5.5 | -6.4

Assay outcomes as filed in PubChem.
